Screening data: PubChem, several laboratories
GAA850 FXN act = FXN promoter activators, primary screen, cell-based, luciferase luminescence, HEK293 lucGAA850 | HEK293 lucGAA850 FXN promoter luciferase reporter, 24 h; percent of 10 µM SAHA response | activation, % at 6 µM | hit rate 0.56% among 360,000 | AID 540364, 2011;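 active = activation above the average of all compounds screened plus 3 SD, cutoff fixed separately per campaign, cut at about 7.5% in these data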;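 also: 0% = DMSO wells and 100% = 10 µM SAHA wells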
DAX1 inh-1 = DAX1 (NR0B1) inhibitors on StAR promoter, primary screen, cell-based, luminescence, SF-1 (NR5A1), full-length DAX-1; HEK293T StAR-luciferase reporter, SF-1/DAX-1 repression relief; inhibition, % at 6.8 µM; hit rate 1.1% among 370,000; AID 652010, 2013;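 active = inhibition above the mean over all tested compounds plus 3 SD, cut at about 3.6% in these data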;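 also: 0% = DAX-1 cells with DMSO and 100% = cells lacking DAX-1 with DMSO; higher inhibition means more luminescence from relief of DAX-1 repression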
SMARCA2 activ = SMARCA2 (BRM) function activators, primary screen, cell-based, luminescence, high throughput; activation, % at 9.1 µM; MG213 cells, MMTV-luciferase reporter, dexamethasone, overnight; hit rate 1% among 370,000; in the data active = activation above about 7.8%;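 also: 0% = vehicle wells and 100% = reference activator wells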
proKLK7 act = proKLK7 zymogen activators, primary screen, biochemical, fluorescence intensity | Kallikrein-7 (Homo sapiens), P49862 | purified proKLK7, EDANS-DABCYL substrate fluorescence; 100% is mature enzyme control, 0% vehicle | activation, % at 7 µM | hit rate 0.9% among 370,000 | AID 652039, 2013;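 active = activation above the mean of all tested compounds plus 3 SD, computed per campaign excluding outliers beyond control limits, cut at about 13% in these data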
Target sequence (P49862 whole entry, looked up): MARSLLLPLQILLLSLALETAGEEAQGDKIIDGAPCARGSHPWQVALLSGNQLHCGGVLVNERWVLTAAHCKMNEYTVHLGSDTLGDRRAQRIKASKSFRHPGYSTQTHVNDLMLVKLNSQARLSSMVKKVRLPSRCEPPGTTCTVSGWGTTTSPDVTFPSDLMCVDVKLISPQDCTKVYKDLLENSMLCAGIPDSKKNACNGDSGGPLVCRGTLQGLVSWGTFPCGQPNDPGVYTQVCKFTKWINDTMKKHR
sPLA2-III inh = human group III sPLA2 inhibitors, primary screen, biochemical, QFRET, BODIPY PC-A2 liposome substrate; Group 3 secretory phospholipase A2 (Homo sapiens), Q9NZ20; QFRET BODIPY PC-A2 liposome hydrolysis, fluorescence; inhibition, % at 12.2 µM; hit rate 0.56% among 370,000; AID 743126, 2013;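 active = inhibition above mean plus 3 SD of compounds lying within the high and low control bounds, cut at about 19% in these data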;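 also: 0% = median of test compound wells and 100% = no enzyme DMSO wells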
Target sequence (Q9NZ20 whole entry, looked up): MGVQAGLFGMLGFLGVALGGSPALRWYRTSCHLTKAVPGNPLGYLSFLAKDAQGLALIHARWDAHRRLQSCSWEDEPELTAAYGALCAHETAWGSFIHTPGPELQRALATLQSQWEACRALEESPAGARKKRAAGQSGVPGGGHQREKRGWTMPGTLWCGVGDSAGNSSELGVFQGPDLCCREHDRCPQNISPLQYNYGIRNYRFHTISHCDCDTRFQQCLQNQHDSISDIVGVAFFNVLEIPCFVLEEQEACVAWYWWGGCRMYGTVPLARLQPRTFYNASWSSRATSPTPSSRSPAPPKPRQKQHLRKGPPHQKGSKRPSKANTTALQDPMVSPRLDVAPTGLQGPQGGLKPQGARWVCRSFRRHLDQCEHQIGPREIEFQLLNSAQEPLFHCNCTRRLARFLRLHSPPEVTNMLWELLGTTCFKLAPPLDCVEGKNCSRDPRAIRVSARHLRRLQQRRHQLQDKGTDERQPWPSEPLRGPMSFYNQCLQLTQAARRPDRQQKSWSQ
NPR2 activator = human GC-B receptor activators, primary screen, HEK293 GC-B cells, cGMP TR-FRET, EC30 CNP; hit rate 0.11% among 370,000; Atrial natriuretic peptide receptor 2 (Homo sapiens), P20594; activation, % at 10 µM; 0% at EC30 CNP, 100% saturating CNP;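 active = activation at 10 µM reaching about 35% in either raw or pattern-adjusted values, limit read from the data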
ssDAF12 agonist = S. stercoralis DAF-12 nuclear receptor activators, primary screen, cell-based, luminescence, HEK293, GRIP1 co-expression, lit1-tk-luc; Nuclear hormone receptor DAF-12 (Strongyloides stercoralis); HEK293 ssDAF-12/GRIP1 lit1-tk-luc reporter; % of 3 µM dafachronic acid response; activation, % at 6.8 µM; hit rate 1% among 370,000;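 active = activation above the mean over all tested compounds plus 3 SD, cut at about 0.9% in these data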;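 also: 0% = DMSO-only wells and 100% = 3 µM delta7-dafachronic acid wells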
NPR1 activator = GC-A stimulated cGMP production enhancers – HEK293 GC-A cells, cGMP TR-FRET, EC30 ANP, primary screen | 0% at EC30 ANP, 100% saturating ANP | hit rate 0.14% among 370,000 | Atrial natriuretic peptide receptor 1 (Homo sapiens), P16066 | AID 1671463, 2021 | activation, % at 10 µM; in the data active = activation above about 40%
hcDAF12 agonist = H. contortus DAF-12 nuclear receptor activators, primary screen, cell-based, luminescence, HEK293, lit1-tk-luc reporter. HEK293 hcDAF-12 lit1-tk-luc reporter; 0% DMSO, 100% Δ7-dafachronic acid. activation, % at 6.8 µM. hit rate 1.4% among 370,000;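 active = activation above the mean of all tested compounds plus 3 SD, cut at about 5.5% in these data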;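 also: 100% = response to 3 µM Δ7-dafachronic acid high control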
DAX1 inh-2 = DAX1 (NR0B1) inhibitors, primary screen, cell-based, HEK293, Gal4-DAX1, luciferase luminescence; Nuclear receptor subfamily 0 group B member 1 (Homo sapiens), P51843; HEK293 Gal4-DAX1 luciferase reporter; hit rate 0.99% among 340,000; inhibition, % at 6.75 µM; AID 504766, 2011;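 active = inhibition above the mean over all tested compounds plus 3 SD, cut at about 4.2% in these data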;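 also: 0% = DAX1-transfected cells with DMSO and 100% = empty-vector control cells with DMSO; inhibition shows as a rise in luminescence from relieved DAX1 repression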
Target sequence (P51843 207-470 limits assumed): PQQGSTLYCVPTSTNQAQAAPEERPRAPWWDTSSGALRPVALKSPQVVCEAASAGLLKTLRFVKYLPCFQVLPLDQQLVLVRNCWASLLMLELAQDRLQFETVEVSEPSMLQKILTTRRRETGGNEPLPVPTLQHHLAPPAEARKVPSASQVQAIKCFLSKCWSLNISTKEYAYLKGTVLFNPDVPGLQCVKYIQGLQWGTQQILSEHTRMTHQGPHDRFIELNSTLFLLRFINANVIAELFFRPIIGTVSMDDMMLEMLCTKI
hgDAF-12 ag = H. glycines DAF-12 receptor agonists, primary screen, cell-based, luminescence, HEK293, GAL4 fusion, UAS-luciferase | HEK293 GAL4-hgDAF12 UAS-luciferase reporter, agonist luminescence; normalized to butyrate control | activation, % at 6.8 µM | hit rate 1.8% among 370,000 | AID 687014, 2013;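 active = activation above a cutoff set at the mean of all screened compounds plus 3 SD, cut at about 10% in these data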;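 also: 0% = DMSO wells and 100% = sodium butyrate wells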
Numbers without * were called inactive; · = not tested or not shown. Compounds as they come, and some 6.7% of all compounds hit somewhere here.

SMILES	GAA850 FXN act	DAX1 inh-1	SMARCA2 activ	proKLK7 act	sPLA2-III inh	NPR2 activator	ssDAF12 agonist	NPR1 activator	hcDAF12 agonist	DAX1 inh-2	hgDAF-12 ag
O=C(CCc1nnc(C2CCCCC2)o1)NCCCOc1cccnc1	2.2	0.2	1.6	-0.2	4.0	5.1	-1.6	-1.7	0.4	-0.7	-2.3
COCCN(C(=O)c1ccccc1F)c1nnc(-c2ccc(OC)cc2)s1	2.0	-0.1	0.0	0.1	-7.4	-2.4	0.8	4.1	-0.7	0.3	1.0
O=C(O)c1ccc2c(c1)CCC2	0.8	-0.3	3.9	0.3	7.5	1.9	-0.9	-1.8	1.0	·	-1.1
CCCS(=O)(=O)N1CCCC(C(=O)NCCCN(C)Cc2ccccc2)C1 (stereo unspecified)	-0.9	-0.4	-1.6	0.2	-3.8	4.4	-1.5	-3.6	0.1	0.5	-2.2
O=C(CCc1nc2ccccc2[nH]c1=O)OCC(=O)N1CCc2ccccc21	-3.0	0.7	-2.4	2.0	-1.5	-3.1	-0.4	1.2	2.2	1.9	3.5
Cc1ccn2cc(C(=O)N3CCCC(Nc4ccc(F)cc4)C3)nc2c1 (stereo unspecified)	0.2	1.3	-0.6	0.3	10.9	1.2	-0.5	4.1	-1.5	0.0	1.5
COCC(=O)N(C[C@H]1[C@H](c2ccccc2)[C@@H](CO)N1C(=O)NC(C)C)C(C)C	·	-0.2	-2.0	-0.3	9.6	7.1	-0.5	4.0	-1.9	·	2.6
Cc1ccc(NC(=O)CSC(C)C(=O)OCC(=O)N2CCN(C(=O)c3ccco3)CC2)cc1 (stereo unspecified)	0.6	0.2	-0.8	-0.4	11.6	-3.1	-1.6	2.1	-0.3	0.8	-1.1
O=C(O)CCC(NC(=O)OCc1ccccc1)C(=O)O (stereo unspecified)	-0.9	0.4	-1.2	0.3	1.4	0.5	-1.0	2.7	-0.8	0.8	-0.9
CC1(C)CC2CC(C)(CN2C(=O)c2ccccc2)C1 (stereo unspecified)	1.1	-0.2	-2.1	0.1	-2.5	0.2	-1.1	0.1	-1.0	0.5	-1.1
O=C(Nc1nnc(-c2cccnc2)o1)c1ccccc1Cl	-2.0	0.8	-2.2	-0.5	-2.5	-0.6	-2.0	-3.1	-1.6	0.9	-0.8
Fc1ccc(N2CCN(C(c3cccs3)c3nnnn3C3CCCC3)CC2)cc1 (stereo unspecified)	-3.1	-0.4	0.8	0.5	-4.9	-8.7	-1.1	-4.1	-2.2	-1.0	-2.1
Cc1cc(OCC(=O)Nc2ccncc2)ccc1Br	0.7	-1.5	-2.1	0.1	0.8	-3.9	-1.9	-3.0	-3.0	-3.3	-2.8
Cc1nc(SCC(=O)Nc2ccc(C)c(F)c2)c2oc3ccccc3c2n1	-0.2	0.4	-0.2	0.3	-2.6	1.9	-0.9	0.6	0.1	0.5	-1.0
COc1cc(C(=O)NC(=S)Nc2ccccc2[N+](=O)[O-])cc(OC)c1OC	-0.9	-0.2	0.1	0.5	11.2	-9.7	-0.8	2.0	-0.9	-0.8	-2.3
Cc1noc(C)c1S(=O)(=O)N1CCC(C(=O)N2CCN(c3ccc(Cl)cc3)CC2)CC1	-0.1	-1.2	-4.5	0.1	-3.4	4.2	-1.2	0.5	-0.9	-2.2	-3.4
O=C(O)c1oc2ccccc2c1CSCc1ccccc1	-1.9	-0.1	-4.1	1.2	-13.7	-6.3	-1.2	3.6	0.1	0.5	1.0
CN1C(=O)c2cc(NC(=O)C3CC3)ccc2OC[C@H]2O[C@@H](CC(=O)NC3CCC3)CC[C@@H]21	·	0.4	0.1	0.0	-24.4	3.3	-1.6	1.4	-1.8	·	2.1
CC(=O)N1C[C@@H](CO)[C@@H](N(C)C(=O)Nc2cccc3ccccc23)C[C@H]1c1ccccc1	·	-0.9	4.7	-11.3	-1.1	8.0	-0.5	3.5	1.8	·	2.6
O=C(Nc1cccc(S(=O)(=O)N2CCCC2)c1)c1cc(-c2ccccn2)nc2ccccc12	-1.2	0.3	3.4	0.5	-1.3	0.6	-0.1	5.4	-1.1	-0.9	-0.4
CCOc1ccc(-c2nnc(SCC(=O)N(CC)CC)n2N)cc1	-1.4	-0.6	-2.0	0.7	1.6	0.7	-1.0	2.4	-0.5	0.7	1.0
COc1ccc(CCNC(=O)CSc2nc(C)cs2)cc1	2.2	-0.2	-3.0	0.5	8.5	-2.3	-1.2	-0.6	0.1	-1.2	-0.4
CCOC(=O)c1c(C)[nH]c(C(=O)OC(C)C(=O)NC2CCCCC2C)c1C (stereo unspecified)	0.8	-0.2	1.0	-0.5	5.9	-0.5	-1.8	0.8	-2.0	0.6	2.2
Cc1ccc(N(CCC#N)C(=O)CSc2nnc3ccccn23)cc1	0.8	-0.7	5.7	-0.2	4.2	-0.9	-1.3	-4.0	0.8	-0.1	0.8
O=C(NCc1cccnc1)/C(=N\O)c1ccccc1	1.1	-0.5	4.0	-0.6	5.7	6.4	-1.5	0.5	0.4	-0.4	1.7
SMILES	GAA850 FXN act	DAX1 inh-1	SMARCA2 activ	proKLK7 act	sPLA2-III inh	NPR2 activator	ssDAF12 agonist	NPR1 activator	hcDAF12 agonist	DAX1 inh-2	hgDAF-12 ag
C=CCn1c(SCC(=O)N(C)C2CCS(=O)(=O)C2)nnc1-c1ccccc1 (stereo unspecified)	2.1	2.7	-3.4	0.2	2.7	1.4	-1.0	1.5	-0.8	-1.4	0.8
COC(=O)c1ccc(NC(=O)COc2ccc3c(c2)OCO3)cc1	0.8	0.0	-2.2	-0.4	-1.1	3.0	-0.7	2.4	-1.9	0.3	2.2
O=C(NC12CC3CC(CC(C3)C1)C2)N1CCN(c2ccccc2)CC1	-1.0	-0.3	-0.8	-0.5	-2.5	7.1	-1.4	1.8	-0.7	-0.9	-0.2
CC(C)CC(=O)N1CCN(c2ccc(NC(=O)c3ccco3)cc2)CC1	2.0	1.4	-0.9	-0.3	-3.2	-4.2	-0.8	-5.5	2.6	0.1	-1.4
O=C(Nc1ccc(F)cc1)N1CCN(c2nc3ccccc3s2)CC1	-0.1	-1.3	-1.6	0.6	-0.2	1.2	-2.2	-0.4	-2.1	-2.0	-3.8
COc1cccc(CN2CCNC(=O)C2CC(=O)NCc2cn3cccc(C)c3n2)c1OC (stereo unspecified)	1.8	-0.3	-1.9	0.3	-0.4	1.5	-0.5	-0.4	-0.5	0.1	9.6
CC1CCCN(C(=O)c2ccc3c(=O)n(C4CCCC4)c(=S)[nH]c3c2)C1 (stereo unspecified)	-0.6	0.7	-1.8	0.1	0.0	-4.9	-1.1	-8.1	-0.1	-0.6	-2.1
CNC(=O)c1c(NC(=O)c2ccc3ncsc3c2)sc(C)c1C	-0.8	-3.0	1.8	-63.4	8.6	-4.9	-1.1	2.2	-0.3	-2.9	-1.2
Cc1cc(C(=O)N(C)Cc2c(F)cccc2Cl)c2ccccc2n1	-1.2	-0.8	-3.3	0.1	-5.3	-5.7	-0.6	-2.5	1.4	-1.1	2.2
O=C(Nc1ccc(NS(=O)(=O)c2ccc([N+](=O)[O-])cc2)cc1)c1ccco1	-2.6	-0.1	-0.6	0.2	-14.8	9.1	-0.8	-1.5	-1.4	-0.5	-0.6
CCOc1ccc(Nc2ncnc3ccc([N+](=O)[O-])cc23)cc1	-8.2	-0.4	-4.7	0.4	1.7	-0.2	-2.0	10.1	-2.3	-1.2	8.9
O=C(NCC(=O)N(CCN1CCOCC1)C(C(=O)NC1CCCC1)c1ccccc1)c1cccs1 (stereo unspecified)	-2.5	1.1	-0.7	0.3	-2.7	5.0	-1.2	1.2	-0.9	0.1	1.4
CCOC(=O)CN1C(=O)C(C)(C)Oc2ccc(C(=O)NC(C)(C)CC)cc21	2.4	0.6	0.5	-0.1	5.7	7.1	-1.3	-4.2	-1.3	2.8	-3.0
Cc1cccnc1Oc1ncccc1N	1.8	-0.4	-6.6	0.2	15.2	0.8	-1.5	3.6	-1.0	·	-1.9
CC1=C(OC(=O)c2ccccc2)C(C)(C)C(c2ccc(Br)cc2)OC1=O (stereo unspecified)	4.1	-0.3	0.8	0.4	4.1	-3.1	-1.4	-3.1	-0.6	1.4	-1.4
CCN(c1ccccc1)S(=O)(=O)c1ccc(Oc2ccccc2C(C)=O)nc1	0.1	-0.9	2.1	4.0	0.0	1.8	-1.1	-2.2	1.2	1.1	0.0
CC(C)OC(=O)CSc1nnc(-c2cnccn2)n1-c1ccc(Cl)cc1	-0.2	0.9	-2.1	0.5	-3.3	0.3	-1.2	1.6	-1.2	-0.4	-0.3
O=C(c1c[nH]c(C(=O)C(Cl)(Cl)Cl)c1)c1ccccc1Cl	-3.0	0.4	-1.5	-0.3	-17.5	0.2	-0.6	-6.0	-0.4	1.4	0.1
O=C(O)C(Oc1ccc2c(c1)oc(=O)c1ccccc12)c1ccccc1 (stereo unspecified)	2.2	0.6	-2.8	-6.0	-0.9	-4.5	-1.7	-6.6	-0.3	-0.1	-0.8
Cc1ccnc(N2CCC(C(=O)Nc3nnc(C)s3)CC2)n1	0.7	0.4	-5.1	0.2	2.9	-1.3	-0.8	-3.1	0.1	1.8	-0.5
COc1ccccc1C1=NOC(COC(=O)c2ccc([N+](=O)[O-])cc2)C1 (stereo unspecified)	-1.3	0.4	-3.4	-1.4	14.6	0.7	-1.6	-10.2	-0.9	·	0.7
O=C(Cn1nc(Cc2cccnc2)c2ccccc2c1=O)NCc1ccc(F)cc1	1.6	-0.4	-0.5	0.8	-3.1	-3.2	-0.8	-3.3	0.6	0.1	-1.0
COc1ccc(C(=O)N(NC(=O)Oc2ccccc2)C(C)(C)C)cc1	-0.3	-0.7	3.5	-0.8	-1.2	5.7	-1.1	-5.3	-0.7	-0.3	0.4
O=C(Nc1ccc(F)cc1)Nc1ccccc1C(=O)NCCN1CCNC1=O	1.8	0.3	3.3	0.3	2.7	1.6	-1.7	3.9	-1.5	·	0.8
COC(=O)N(C)C[C@@H]1OCc2cnnn2CCCC(=O)N([C@@H](C)CO)C[C@H]1C	-0.3	-1.2	-2.6	0.0	8.5	1.8	-1.4	1.9	2.1	0.2	6.9
COc1ccc(-c2cc(C(F)(F)F)nc(SCCC(=O)N3CCOCC3)n2)cc1	2.2	0.6	0.0	-0.9	1.0	-7.4	-1.5	1.8	-1.2	0.6	3.3
COc1ccc(OCc2ccc(-c3nc4ccccc4c(=O)n3N)o2)cc1	1.4	0.9	5.0	-0.3	-9.1	-3.3	-0.7	13.4	1.6	0.2	7.9
